aDG glyco up: activators of alpha-DG glycosylation, primary screen, uHTS, Pro5-aDG cells, AlphaScreen. alpha-DG glycosylation AlphaScreen (IIH6); 0% Pro5, 100% B10-LARGE cell signal. activation, % at 10 µM. 360,000 tested, 0.22% active. AID 624168, 2012;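 active means activation of at least 8% versus controls, or a plate z-score of at least 8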;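 further: Pro5 are CHO cells carrying HIG-tagged alpha-DG that lacks glycosylation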
Glyco luc inh: increase of ERlucT glycosylation luciferase signal, primary screen, N-linked glycosylation inhibitor project, D54 ERlucT cells, luminescence, set 2 | 360,000 tested, 0.23% active | reporter increase, % at 12.5 µM | AID 588692, 2011 | D54 ERlucT glycosylation luciferase reporter, 24 h; percent of 100 nM tunicamycin response;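 active means mean luciferase reporter signal, scaled so untreated is 0 and the glycosylation-blocking control 100, at or above a set limit in every replicate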;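 further: luciferase carries N-glycosylation sites so blocking glycosylation raises the light; 0% = median of neutral control wells and 100% = median of 100 nM tunicamycin wells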
MC4R antag cAMP: MC4R antagonists of cAMP signaling, primary screen, cell-based, TR-FRET, antagonist arm of biased-ligand search; Melanocortin receptor 4 (Homo sapiens), P32245; MC4R-expressing cells, MTII-stimulated cAMP, LANCE TR-FRET; inhibition, % at 6.5 µM; 360,000 tested, 0.48% active;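 active means inhibition above its plate's cutoff, the mean of tested wells on that plate plus 3 SD, cut at about 29% in these data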;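 further: 0% = Melanotan II alone and 100% = Melanotan II plus saturating MCL0020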
Target sequence (P32245 whole entry, looked up): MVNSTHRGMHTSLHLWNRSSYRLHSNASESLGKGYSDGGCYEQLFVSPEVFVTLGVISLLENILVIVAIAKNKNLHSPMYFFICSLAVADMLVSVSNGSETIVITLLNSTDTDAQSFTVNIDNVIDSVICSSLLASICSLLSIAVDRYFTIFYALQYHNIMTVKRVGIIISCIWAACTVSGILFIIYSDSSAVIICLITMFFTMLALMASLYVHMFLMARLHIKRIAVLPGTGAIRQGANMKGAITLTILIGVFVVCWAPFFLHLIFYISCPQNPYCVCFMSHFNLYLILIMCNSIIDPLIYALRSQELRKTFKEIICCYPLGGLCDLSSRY
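Material: human MC4R-expressing U2OS cells. Probe or stimulus: Melanotan II challenge. Dosing: 6.5 µM single dose. Times: 30-min compound, 1-h challenge, 1-h detection, room temperature. Technique: TR-FRET with Eu-cAMP and labeled anti-cAMP, 671 nm. Replication: singlicate.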
TLR9-MyD88 block: inhibitors of TLR9-MyD88 association in cells, primary screen, cell-based, CHO, BLA complementation, fluorescence. Toll-like receptor 9 (Homo sapiens) + Myeloid differentiation primary response protein …. inhibition, % at 4.98 µM. AID 504734, 2011. 340,000 tested, 0.21% active. CCF4 FRET ratio;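 active means inhibition above the mean over all tested compounds plus 3 SD, cut at about 21% in these data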;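 further: 0% = DMSO only wells and 100% = clavulanate BLA inhibitor control wells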
MC4R ag barr: MC4R agonists recruiting beta-arrestin, primary screen, cell-based, luminescence, agonist arm of biased-ligand search | U2OS MC4R beta-arrestin complementation; percent of melanotan II response, DMSO zero | activation, % at 8.9 µM | 360,000 tested, 0.98% active;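 active means activation above a per-plate cutoff, the mean activation of sample wells on that plate plus 3 SD, cut at about 8% in these data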
Vif inh: HIV Vif self-association inhibitors, primary screen, imaging, HEK293T, single point | HEK293T cells, Vif self-association by quenched fluorescence, 24 h | inhibition, % at 7.49 µM | 340,000 tested, 0.35% active; in the data active means inhibition above about 50%, passing the limit was not always enough; further: some results filed as inactive read as strong as hits
NOD2 RIPK2 PPI: NOD2-RIPK2 binding disruptors in cells, primary screen, fluorescence, CHO cells, BLA complementation. Receptor-interacting serine/threonine-protein kinase 2 (Homo sapiens), O43353. CCF4 ratio. inhibition, % at 4.98 µM. 360,000 tested, 0.38% active. AID 624267, 2012; in the data active means inhibition above about 21%;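 further: 0% = vehicle only and 100% = reference blocker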
Target sequence (O43353 whole entry, looked up): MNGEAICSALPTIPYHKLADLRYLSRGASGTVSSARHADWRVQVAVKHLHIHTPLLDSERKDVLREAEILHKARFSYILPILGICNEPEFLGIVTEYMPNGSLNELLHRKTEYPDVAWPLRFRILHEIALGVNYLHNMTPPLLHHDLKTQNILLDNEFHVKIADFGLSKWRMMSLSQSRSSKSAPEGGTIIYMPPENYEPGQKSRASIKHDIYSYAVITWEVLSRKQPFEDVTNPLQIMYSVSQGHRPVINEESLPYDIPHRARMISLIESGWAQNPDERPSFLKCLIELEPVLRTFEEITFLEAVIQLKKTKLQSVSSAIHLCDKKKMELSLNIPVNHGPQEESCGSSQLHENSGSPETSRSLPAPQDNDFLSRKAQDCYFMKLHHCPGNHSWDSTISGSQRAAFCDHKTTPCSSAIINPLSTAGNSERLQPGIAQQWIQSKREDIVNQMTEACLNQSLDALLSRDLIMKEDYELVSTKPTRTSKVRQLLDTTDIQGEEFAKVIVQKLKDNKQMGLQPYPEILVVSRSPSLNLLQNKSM
ABCB6 inh 2: ABCB6 transporter inhibitors, primary screen, K562-ABCB6 cells, flow cytometry, MLPCN library. ATP-binding cassette sub-family B member 6 (Homo sapiens), Q9NP58. K562-ABCB6 porphyrin accumulation, 1 h; stronger effect = lower value. fluorescence ratio to DMSO, % at 10 µM. 360,000 tested, 0.19% active;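 active means fluorescence ratio to DMSO below 75%, the collection mean minus 3 SD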;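 further: signal is porphyrin accumulated inside mitochondria; 100% equals median channel fluorescence of DMSO control wells; lower ratio means ABCB6 inhibition with less porphyrin fluorescence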
ABHD5 PLIN5 PPI: ABHD5-PLIN5 interaction inhibitors, primary screen, cell lysate, split luciferase complementation, luminescence | Split G. princeps luciferase complementation, 4 h | 360,000 tested, 0.78% active | Perilipin-5 (Homo sapiens) + 1-acylglycerol-3-phosphate O-acyltransferase ABHD5 (Homo … | inhibition, % at 4 µM | AID 602281, 2012;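 active means inhibition above the mean inhibition across every tested compound plus 3 SD, cut at about 22% in these data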;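 further: 0% = DMSO only wells and the 100% control is not disclosed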
Exocytosis inh: LAMP-1 surface exposure blockers, TALL-104 cells – cell-based, flow cytometry, MLPCN library, primary screen. TALL-104 LAMP-1 surface exposure; cells stimulated with thapsigargin and PMA. inhibition, % at 10 µM. 360,000 tested, 0.66% active. AID 651702, 2012;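 active means inhibition above about 55%, limit read from the data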
Numbers without * were called inactive; i = inactive; . = no result given. Only part of the results is shown; count on the stated rates, not on these rows.

Under each structure: MC4R antag cAMP	MC4R ag barr	Vif inh	TLR9-MyD88 block	NOD2 RIPK2 PPI	aDG glyco up	Exocytosis inh	ABHD5 PLIN5 PPI	ABCB6 inh 2	Glyco luc inh
CS(=O)(=O)c1ccc2nc(NC(=O)c3ccc(NS(=O)(=O)c4cccc([N+](=O)[O-])c4)cc3)sc2c1
 : 21	1.7	-12	-5	-6	0.0	8	8	102	2
Cc1ccc(C)c(OCC(=O)Nc2ccc(S(=O)(=O)Nc3ncccn3)cc2)c1
 : 4	-1.2	-6	3	-10	0.0	-1	0	96	0
Cn1cc(SCC(N)=O)c2ccccc21
 : 3	1.0	-9	6	-5	0.0	1	-3	97	2
Cc1ccc(C)c(Cn2c(=O)n(C)c(=O)c3sccc32)c1
 : 9	-0.3	0	8	-1	0.1	0	5	97	1
COc1ccc2c3c(cccc13)C(=O)N(O)C2=O
 : -6	-0.7	0	-2	-1	0.1	-7	6	99	2
CCc1cccc(NC(=O)C2CCN(c3ncnc4sc(C)c(C)c34)CC2)c1
 : 8	3.1	-4	-8	-5	0.2	-3	3	99	-2
CCOC(=O)CC(NC(=O)Cc1ccccc1)c1ccccc1Cl (stereo unspecified)
 : 6	-0.2	-2	7	2	0.3	-1	2	96	0
O=C(NC(=S)NCC1CCCO1)c1ccc(Cl)cc1Cl (stereo unspecified)
 : 3	-0.3	-2	1	-9	0.0	-1	-4	97	1
Cc1cc(C(=O)NC2CCCc3ccccc32)ccc1[N+](=O)[O-] (stereo unspecified)
 : 14	0.1	-8	11	-3	0.0	-9	-2	98	-3
COc1ccccc1CCNS(=O)(=O)c1cc2c3c(c1)C(C)C(=O)N3CCC2 (stereo unspecified)
 : 18	-1.0	-3	-7	3	0.2	-2	2	97	0
CC(C)C(OC(=O)C1CCCO1)C(=O)NC1CCCC1 (stereo unspecified)
 : 3	-1.2	-6	5	1	0.0	7	1	100	1
O=C(C1CCN(C2CCN(Cc3ccc4cc(F)ccc4n3)CC2)CC1)N1CCCC1
 : 8	0.5	-3	0	-7	0.1	4	3	99	1
CCOC(=O)Nc1nnc(-c2ccc(OC)c(OC)c2)s1
 : 4	0.3	-11	10	-9	-0.1	-4	-2	102	1
Cc1ccccc1-c1csc(C(C)(O)c2ccc(F)c(F)c2)n1 (stereo unspecified)
 : 7	2.1	-9	.	-9	0.1	-2	-7	100	-1
O=C(Nc1cc(S(=O)(=O)N2CCOCC2)ccc1N1CCOCC1)c1ccc(S(=O)(=O)N2CCCCC2)cc1
 : 3	-1.7	3	2	1	0.6	-2	5	94	-1

Part of the list above, with bars between the fields:
mol | MC4R antag cAMP | MC4R ag barr | Vif inh | TLR9-MyD88 block | NOD2 RIPK2 PPI | aDG glyco up | Exocytosis inh | ABHD5 PLIN5 PPI | ABCB6 inh 2 | Glyco luc inh
O=C(C1CCN(C2CCN(Cc3ccc4cc(F)ccc4n3)CC2)CC1)N1CCCC1 | 8 | 0.5 | -3 | 0 | -7 | 0.1 | 4 | 3 | 99 | 1
CCOC(=O)Nc1nnc(-c2ccc(OC)c(OC)c2)s1 | 4 | 0.3 | -11 | 10 | -9 | -0.1 | -4 | -2 | 102 | 1

Carrying on:
Under each structure: MC4R antag cAMP	MC4R ag barr	Vif inh	TLR9-MyD88 block	NOD2 RIPK2 PPI	aDG glyco up	Exocytosis inh	ABHD5 PLIN5 PPI	ABCB6 inh 2	Glyco luc inh
COc1ccc2[nH]c(=O)c(CN(Cc3cccs3)Cc3nnnn3Cc3ccccc3)cc2c1
 : 3	-1.6	-12	-6	-2	0.1	-4	6	99	-2
COc1ccccc1NC(=O)NNC(=O)c1ccncc1
 : 6	-1.4	3	0	-5	-0.2	0	-2	94	-1
Cn1nnnc1SCC(=O)N1CCc2ccccc21
 : 1	-0.5	11	4	-2	0.0	-2	3	95	1
Cc1cc(Br)ccc1NC(=O)CN1C(=O)C2CC=CCC2C1=O (stereo unspecified)
 : 2	0.1	10	1	-5	-0.1	0	-3	100	4
O=c1cc(CN2CCCCCCC2)c2ccccc2o1
 : .	.	-2	.	-9	0.6	-1	-7	101	0
COc1ccc(C(CNC(=O)c2ccc(N3CCCC3=O)cc2)N(C)C)cc1 (stereo unspecified)
 : -1	-0.7	3	3	7	-0.1	-2	1	98	-3
O=C(/C=C\c1ccco1)c1ccc(NC(=O)c2ccco2)cc1
 : -1	-3.1	-3	5	-7	-0.5	0	25*	104	-1
CCN1C(=O)c2cccc3c(S(=O)(=O)N4CCNCC4)ccc1c23
 : 1	1.4	2	7	16	-0.1	-3	3	98	12
CCOC(=O)c1cc(S(=O)(=O)Nc2ccc(OC)cc2OC)cn1C
 : 2	1.4	4	3	0	-0.1	-2	-1	100	0
Cc1[nH]n(-c2ccccc2)c(=O)c1C=Nc1ccc(S(=O)(=O)NC(N)=O)cc1
 : 3	1.6	-13	3	4	-0.2	-1	-8	100	1
CCN1CCCC1CNC(=O)C(=O)Nc1ccccc1 (stereo unspecified)
 : -1	-0.9	-4	-1	-2	0.3	3	0	103	1
Cc1ccc(S(=O)(=O)N2CCN(C(=O)COC(=O)c3ccc(C(C)(C)C)cc3)CC2)c(C)c1
 : -2	0.0	7	1	1	0.5	-2	-2	94	2
O=C(NCCN1CCOCC1)c1csc2c1CCCCC2
 : 1	-0.5	4	-5	-3	-0.2	7	-9	105	2
CCCNC(=O)Cn1cc(S(=O)(=O)N2CCCC2)c(S(=O)(=O)N2CCCC2)c1
 : -5	-0.4	-2	3	-5	-0.1	-1	3	97	4
CCOC(=O)C(C(=O)OCC)C(=O)c1cc(OC)c(OC)c(OC)c1
 : 3	2.7	-13	-13	-6	0.0	-1	3	152	3
CCC(CC)C(=O)N(C)c1c(C)nc2c(OCC3CCCCC3)cccn12
 : 7	-2.6	-17	.	2	0.6	12	-5	90	-4
CCOC(=O)Cc1csc(NC(=O)c2cccc(OC)c2)n1
 : 8	-1.1	6	0	0	-0.1	-3	1	103	-2
O=C(N/N=C\c1cc(Br)cs1)C1COc2ccccc2O1 (stereo unspecified)
 : -8	-2.5	.	10	3	-0.1	0	-1	94	21
CCOc1ccc(C(=O)NNC(=O)C2CC(=O)N(c3ccc(C)cc3)C2)cc1 (stereo unspecified)
 : -2	-1.3	8	3	2	-0.3	0	2	104	1
CC(CC(=O)N(C)c1c(N)n(Cc2ccccc2)c(=O)[nH]c1=O)c1ccccc1 (stereo unspecified)
 : -2	1.6	-11	-5	-12	-0.2	9	-7	96	1
OCc1ccccc1-c1nc(NCc2ccccc2)nc2ccsc12
 : 10	1.0	12	.	-12	0.8	11	12	106	4
CCNC(=O)C1(C)CCN(C(=O)c2ccc3ccccc3c2)C1 (stereo unspecified)
 : -2	-1.7	2	.	-5	0.3	-1	3	220	1
Cc1ccc(N2C(=O)c3ccc(N)cc3C2=O)cc1C
 : 3	0.2	-4	0	4	0.1	0	-9	96	-2
COc1ccc(NC(=O)N(C)C[C@H]2Oc3ccc(NC(=O)C4CC4)cc3C(=O)N([C@H](C)CO)C[C@@H]2C)cc1
 : 0	1.1	.	-15	-23	-0.2	-2	8	104	1
CCc1cccc(C)c1NC(=O)C1CCN(c2nn3c(=O)cc(C)nc3s2)CC1
 : 21	1.2	1	-12	2	-0.2	2	2	100	3
Cc1ccc(C(=O)CNc2cc(C)ccc2C)cc1
 : 1	1.2	5	-13	2	0.1	-14	-1	98	1
Cc1cccc(C(C(=O)NC2CCCC2)N(C(=O)c2csnn2)C2CC2)c1 (stereo unspecified)
 : 10	-0.4	-4	-1	-7	0.0	-11	1	95	-1
O=C(NC1=NCCS1)c1cccc(S(=O)(=O)N2CCOCC2)c1
 : -5	-0.7	36	-8	-18	-0.2	-1	1	95	0
COc1ccc(C)cc1-n1nnnc1SCC(=O)c1cc(C)n(Cc2ccco2)c1C
 : -1	0.8	-4	0	-7	-0.6	5	1	94	4
CC(Sc1ccc(S(=O)(=O)N2CCOCC2)cn1)C(=O)Nc1ccc(Cl)cc1Cl (stereo unspecified)
 : 10	0.4	0	3	-17	-0.1	-5	-3	96	-1
Cc1ccc(C2=NN(C(=O)CCl)C(c3cccs3)C2)o1 (stereo unspecified)
 : 9	3.5	-7	-3	9	0.8	1	13	97	0
Nc1ccc(-c2nc3ccccc3s2)cn1
 : -1	-0.3	0	-9	-12	-0.1	-2	9	102	-3
CC(C)Cn1c(N)c(C(=O)COC(=O)c2cc(F)cc(F)c2)c(=O)n(C)c1=O
 : 20	3.1	4	-7	3	0.4	1	0	i	-1
Cc1nnsc1C(=O)NNc1c(Cl)cccc1Cl
 : 9	-2.3	3	-2	-7	0.1	0	2	101	2
Cc1ccc(S(=O)(=O)N2CCN(C(=O)Cn3cnc4c3c(=O)n(C)c(=O)n4C)CC2)cc1C
 : 5	-1.0	-1	11	1	-0.1	6	6	90	6
COC(=O)CSC1=C(C#N)C(c2cccc(F)c2)CC(=O)N1 (stereo unspecified)
 : 2	-0.4	6	-16	0	0.2	3	-3	97	15
COc1ccc(-c2c(C(C)=O)c(C)nc3sc4c(=O)n(-c5ccc(C)cc5)nnc4c23)cc1
 : 20	-0.2	-21	-1	-2	0.2	4	3	94	1
CCCCOc1ccc(C(=O)C(CN2CCOCC2)c2ccccc2)cc1 (stereo unspecified)
 : 6	0.4	-1	9	8	1.5	1	4	93	16
O=[N+]([O-])c1ccccc1S(=O)(=O)NCCC1=CCCCC1
 : 20	-2.5	-2	0	-9	0.3	-1	-2	100	-1
CCOc1ccc2nc(SCC(=O)NNC(=O)c3ccco3)c(C)cc2c1
 : 0	-1.0	-4	-15	1	0.1	13	-2	99	-3
CC1=C(C(=O)N2CCOCC2)CC(CC(=O)NC2CCCCC2)C(=O)N1CCCN1CCCC1=O (stereo unspecified)
 : 14	-1.0	-2	-3	0	0.2	0	-7	98	0
COc1ccc2c(c1)c(CC(=O)OC(C)C(=O)N(C)C)c(C)n2C(=O)c1ccc(Cl)cc1 (stereo unspecified)
 : 10	0.7	-8	9	2	0.2	32	0	94	0
COc1ccc(-c2nnc(SCc3cccc(C)c3)n2N)cc1
 : 3	-0.9	-8	6	5	0.0	-2	0	82	10
Cc1ccc(C(C)C)c(O)c1C(=O)O
 : 0	-1.6	-9	1	3	0.0	-3	4	101	1
Cc1cc(CC(=O)O)n(C)c1C(=O)c1ccc(Cl)cc1
 : 8	1.5	-4	6	-2	0.0	-2	-4	102	0
O=c1c2c(n3nnnc3n1Cc1ccccc1)-c1ccccc1CC21CCCC1
 : 2	-0.6	2	-2	-3	0.5	3	-6	93	-4
Clc1ccc(CSc2ncn[nH]2)cc1
 : -1	-1.6	-1	3	-2	0.0	-6	6	94	1

Screens: PubChem BioAssay, several laboratories
